Screening data deposited in PubChem BioAssay by National Center for Advancing Translational Sciences (NCATS).
Nrf2 activator = activators of Nrf2 (ARE) signaling; AID 624171; Potency, µM (titrated, usually from 46.1 µM), for the others: top-dose activation, actives largely listed as activators; hit rate 0.31% among 410,000; AREc32 ARE-luciferase reporter (MCF7-derived line), luminescence, 24 h; further: potency means the concentration at half of the fitted maximal effect; % of control where 0% means no effect; nearly all actives have a fitted effect of over 65% in size
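Cells of the AREc32 ARE-luciferase line are plated in OPTI-MEM containing 5% FBS and left overnight at 37 deg C. Compounds are pinned in, incubation continues 24 hr, and firefly luciferase signal is then measured.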
pAkt inh = blocks phosphorylation of Akt; Neuro2A IGF-stimulated pAkt S473 HTRF, 20 min; stronger effect = lower value; activity change, % for hits at 50 µM; hit rate 0.32% among 360,000; AID 651550; in the data active means activity change below about -80%; inconclusive means mostly about -51% to -80%; further: on the % scale 0 is the no-effect control and ±100 the full control effect
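Neuro2A cells in DMEM with 0.5% FBS, overnight at 37 deg C, given compound at single 50 µM final, then IGF (6 nM final) for 20 min at 37 deg C. Lysed; phospho-Akt Ser473 by HTRF after 24 h, 665/615 ratio.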
Nrf2 block = blocks Nrf2 signaling | hit rate 2.1% among 360,000 | Potency, µM (highest dose often 46 µM), without a hit: at the top dose activity change, negative = inhibition, actives largely listed as inhibitors | A549 ARE-Fluc reporter, luciferase luminescence, 18-24 h; further: potency means the concentration at half of the fitted maximal effect; on the % scale 0 is the no-effect control and ±100 the full control effect; nearly all actives have a fitted effect of over 60% in size
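Nrf2 activity is the BugLite luminescence, read 15 min after reagent at room temperature, following CellTiter-Fluor cytotoxicity readout (30 min, 37C). Compound titrations were applied for 18-24 h to 5000 A549 ARE_Fluc cells/well in 5% FBS OPTI-MEM.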
CCT chaperon mod = cytosolic chaperonin activity modulation. purified chaperonin ATPase assay, HTRF ADP detection, 30 min. activity change, % (concentration not given with the values), hits read low. hit rate 0.3% among 360,000. AID 651819; in the data active means activity change below about -30%; further: on the % scale 0 is the no-effect control and ±100 the full control effect
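Nucleotide hydrolysis assay: TRiC at 20–40 nM final (set by batch activity) with 10 uM ATP, 30 min at 37 °C, in presence of 76 uM compound. Detection by competitive ADP HTRF, 30 min ambient.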
TGFb inhibitor = TGF-b pathway inhibition. HepG2 CAGA-GFP TGF-b/SMAD3 reporter, GFP fluorescence, 18 h; TGF-beta stimulated, 500 pg/mL final. Potency, µM (highest dose often 46.1 µM), for the others: top-dose activity, negative = inhibition, actives largely listed as inhibitors. hit rate 1.2% among 410,000; further: potency means the concentration at half of the fitted maximal effect; on the % scale 0 is the no-effect control and ±100 the full control effect; nearly all actives have a fitted effect of over 65% in size
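HEPG2 CAGA-GFP reporter cells (1000/well, DMEM with 1% FBS) received compounds, then recombinant TGF-beta at 500 pg/mL final for 18 hours at 37 degrees C. Per-cell GFP summed per well was normalised to unstimulated and stimulated DMSO controls before curve fitting.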
Mm-Cpn inhibitor = blocks the Methanococcus maripaludis chaperonin Mm-Cpn | hit rate 0.031% among 330,000 | purified Mm-Cpn ATPase, ADP Transcreener TR-FRET | Potency, µM (doses to about 76.9 µM), inactives show at the highest dose activity, negative = inhibition, most hits filed as inhibitors; further: potency means the concentration at half of the fitted maximal effect; on the % scale 0 is the no-effect control and ±100 the full control effect; nearly all actives have a fitted effect of over 80% in size
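ATP (10 uM final) was added to archaeal chaperonin (25 nM final) after 10 min exposure to test compound at 37°C; after 30 min further incubation, ADP was detected by competitive TR-FRET.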
HepG2 tox = kills HepG2 cells in TGF-b inhibitor counter-screen; Potency, µM (highest dose often 46.1 µM), without a hit: at the highest dose activity change, negative = cytotoxicity, hits mostly cytotoxic; HepG2 CAGA-GFP viability, ATP luminescence, 18 h; AID 588856; hit rate 0.76% among 410,000; further: potency means the concentration at half of the fitted maximal effect; some results filed as inactive show a strong effect at the top dose
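CellTiter-Glo luminescence gave cytotoxicity after 18 hours at 37 degrees C. The cells were HepG2 CAGA-GFP in 1% FBS DMEM, stimulated with 500 pg/mL TGF-beta after compound addition. %Activity was normalised to no-cell wells (complete cell-killing) and DMSO (no toxicity), and curves were fitted and classified.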
A549 tox = counter-screen for Nrf2 inhibitors: cytotoxicity in A549 cells; Potency, µM (top dose mostly 46 µM), for the others: at the highest dose activity change, negative = cytotoxicity, usual class: inhibitors; hit rate 0.16% among 390,000; A549 ARE-Fluc cells, CellTiter-Fluor viability, 18-24 h; AID 504648; further: potency means the concentration at half of the fitted maximal effect; on the % scale 0 is the no-effect control and ±100 the full control effect
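A549 ARE-Fluc cells in 5% FBS OPTI-MEM, 5000 cells/well, rested 2 h then exposed to compounds in concentration-response for 18-24 h at 37 °C. Viability by CellTiter-Fluor fluorescence (Ex 405/Em 525) after 30 min; luciferase luminescence (BugLite, 15 min, RT) read afterwards.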
Abeta rescue = A-beta toxicity reversal in yeast; yeast expressing A-beta42, growth rescue, OD600, 48 h; response scale: 0% DMSO, 100% iron-clioquinol control; Potency, µM (series often up to 46.1 µM), for the others: top-dose growth rescue, most hits filed as activators; hit rate 0.063% among 410,000; further: potency means the concentration at half of the fitted maximal effect; nearly all actives have a fitted effect of over 55% in size
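Yeast growth medium received pinned compounds, then yeast cells expressing toxic A-beta were added; plates incubated at 30 C for 48 hr. Growth read as absorbance at 600 nm, normalized to DMSO and equimolar FeCl3 plus clioquinol controls.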
The depositor's hits bear a star; i = inactive; ? = inconclusive; / = no result given; [ ] = another dose, or the depositor's remark. Unless noted, the call rests on the fitted dose curve; in most records, active means well fitted curve in the direction sought with a large enough effect; inconclusive means small, poorly fitted or top-dose-only effect, or another doubt; inactive means no such curve, though single readings can be large; an effect the other way counts as inactive or inconclusive.

Values run as follows: Nrf2 activator	pAkt inh	Nrf2 block	CCT chaperon mod	TGFb inhibitor	Mm-Cpn inhibitor	HepG2 tox	A549 tox	Abeta rescue
- COc1ccc(NS(=O)(=O)c2cn(C)cn2)cc1
  -0.7%	i	8%	1.3	7%	-1%	20%	4%	1%
- CC(CC(=O)NCCc1ccc(Cl)cc1)S(=O)(=O)c1ccc2c(c1)NC(=O)CO2 (stereo unspecified)
  -0.5%	i	6%	0.1	-1%	0%	-9%	0%	0%
- O=C(CSCc1nc2cccnc2n1C1CCCCC1)NCc1cccc(Cl)c1
  1.8%	/	/	/	?	/	-11%	-24%	-10%
- CCn1cnc2c1c(=O)n(CC(=O)NCC(C)C)c(=O)n2Cc1ccccc1
  0.0%	i	-6%	-0.4	-9%	-1%	3%	1%	-7%
- COc1cccc(N2CCN(c3ccc4nnc(CCC(=O)Nc5ccc(C)cn5)n4n3)CC2)c1
  -0.4%	i	2%	-1.2	-2%	0%	-2%	0%	-6%
- CC(C)(C)c1cc(C(=O)NCC(=O)OCC(=O)c2cccc([N+](=O)[O-])c2)cc(C(C)(C)C)c1
  0.2%	i	15%	2.8	0%	0%	-6%	13%	-15%
- Cc1ccc(CN2CC(C(=O)Nc3cc(S(C)(=O)=O)ccc3Cl)CC2=O)cc1 (stereo unspecified)
  -1.1%	i	4%	0.9	-22%	-20%	-10%	0%	19%
- O=C(C1=C(O)C(=O)N(c2ncccn2)C1c1ccc(Cl)c(Cl)c1)c1ccco1 (stereo unspecified)
  ?	i	7%	-4.2	26%	-8%	-8%	-14%	-49%[inhibitor]
- CN(Cc1ccccc1)C(=O)c1ccc(NC(=O)Cc2ccc(NC(=O)C3CCCN(C(=O)C4CCCC4)C3)cc2)cc1 (stereo unspecified)
  3.8%	i	?	0.4	-12%	/	-5%	-9%	-6%
- CCCn1c2c(c(=N)c3c1CCC3)CCCC2
  -0.1%	i	?	1.3	-25%	-2%	-17%	4%	1%
- Cc1oc2c(CN3CCCC3)c(O)ccc2c(=O)c1-c1ccccc1
  0.1%	/	/	-0.7	-5%	-6%	1%	8%	-12%
- Cc1oc2c(c1C(=O)c1ccc(Cl)cc1)C(=O)C(=O)c1ccccc1-2
  -0.5%	i	-4%	-1.8	-7%	-2%	10%	0%	-7%
- CC12CCC(C(=O)N3CCN(c4ccccc4)CC3)(CC1=O)C2(C)C (stereo unspecified)
  1.6%	i	-11%	-1.4	11%	1%	0%	-5%	5%
- COCCCNC(=O)C1CCN(S(=O)(=O)c2ccc3nc4c(c(C(=O)O)c3c2)CCCCC4)CC1
  -0.7%	i	17%	1.6	13%	-1%	1%	7%	-5%
- O=C(c1ccc(CSc2nc3ccncc3n2Cc2ccccc2F)cc1)N1CCCCCC1
  3.9%	/	-29%	/	?	/	-13%	-1%	-4%
- CCOC(=O)c1cccc(NC(=O)CCOc2ccccc2)c1
  0.0%	i	?	0.6	8%	-1%	2%	2%	-1%
- CC1CCN(C(=O)COc2ccc(Nc3ccccc3)cc2)CC1
  0.3%	i	-24%	-1.2	-17%	0%	-7%	-15%	28%
- Oc1ccc(N=Nc2cccc(Cl)c2)cc1C=Nc1ccc(N2CCOCC2)cc1
  -0.8%	i	1%	1.4	14%	0%	33%	-2%	-22%
- COc1ccccc1CNC(=O)COc1ccccc1OC
  0.3%	i	2%	0.2	-20%	1%	-31%	3%	-5%
- COc1ccccc1NS(=O)(=O)c1c(C)nc2sccn2c1=O
  0.5%	i	-12%	-0.7	-14%	1%	-6%	0%	1%
- CC(C(=O)NCc1cccc(Br)c1)n1ncn2cccc2c1=O (stereo unspecified)
  3.4%	/	-21%	/	4%	/	-1%	?	-24%
- Cc1ccc(OCC(=O)N(C)CC(=O)NCc2ccco2)c(Br)c1
  3.6%	i	?	-0.4	-19%	-5%	-3%	14%	-18%
- COc1ccc(CNCC(=O)Nc2ccccc2-n2cccc2)cc1
  -0.1%	i	1%	0.4	-23%	1%	-12%	10%	14%
- COc1cc2c(cc1OC)CN(c1ccc(-c3ccccc3OC)nn1)CC2
  3.7%	i	18µM*	2.2	-18%	-1%	-21%	-5%	-17%
- Cc1nc2c(C)[n+](CC(=O)c3ccccc3)ccc2n1C
  3.7%	i	?	2.7	10%	0%	-25%	-1%	-7%
- COc1ccc(NC(=O)CCS(=O)(=O)c2cc3c4c(c2)CCN4C(=O)CC3)c(OC)c1
  0.4%	/	/	/	-11%	/	-22%	15%	-19%
- O=C(N/N=C/c1ccc[nH]1)c1ccccc1OCc1ccccc1Cl
  3.6%	i	2%	0.8	-27%	1%	0%	-18%	17%
- Cc1cccc(N(Cc2ccccc2)C(=O)CSC(C)C(=O)Nc2cc(C)on2)c1 (stereo unspecified)
  -0.4%	i	19%	2.7	-12%	0%	0%	-4%	-6%
- CCOc1ccc(-c2nc(N)ncc2-c2ccccc2OC)c(O)c1
  -0.4%	i	4%	-0.3	-1%	-2%	-23%	12%	2%
- CCOC(=O)N1CCc2c(sc(NCc3ccc(OC)c(Br)c3)c2C(=O)Nc2cc(OC)ccc2OC)C1
  5.0%	/	/	/	0%	/	-20%	-4%	-7%

As a short view, 5 of the compounds above:
Values run as follows: Nrf2 activator	pAkt inh	Nrf2 block	CCT chaperon mod	TGFb inhibitor	Mm-Cpn inhibitor	HepG2 tox	A549 tox	Abeta rescue
- COc1ccc(NC(=O)CCS(=O)(=O)c2cc3c4c(c2)CCN4C(=O)CC3)c(OC)c1
  0.4%	/	/	/	-11%	/	-22%	15%	-19%
- O=C(N/N=C/c1ccc[nH]1)c1ccccc1OCc1ccccc1Cl
  3.6%	i	2%	0.8	-27%	1%	0%	-18%	17%
- Cc1cccc(N(Cc2ccccc2)C(=O)CSC(C)C(=O)Nc2cc(C)on2)c1 (stereo unspecified)
  -0.4%	i	19%	2.7	-12%	0%	0%	-4%	-6%
- CCOc1ccc(-c2nc(N)ncc2-c2ccccc2OC)c(O)c1
  -0.4%	i	4%	-0.3	-1%	-2%	-23%	12%	2%
- CCOC(=O)N1CCc2c(sc(NCc3ccc(OC)c(Br)c3)c2C(=O)Nc2cc(OC)ccc2OC)C1
  5.0%	/	/	/	0%	/	-20%	-4%	-7%

Other structures:
canonical_smiles | Nrf2 activator | pAkt inh | Nrf2 block | CCT chaperon mod | TGFb inhibitor | Mm-Cpn inhibitor | HepG2 tox | A549 tox | Abeta rescue
Cc1cc(N2CCN(C)CC2)nc2ccc(NC(=S)NC3CC3)cc12 | -0.9% | i | -9% | -3.2 | 5% | 2% | 2% | -8% | /
COc1ccc(N2C(=O)c3ccccc3C(C)(C)C2=O)cc1 | 0.2% | i | -10% | 0.4 | 0% | 2% | -4% | 1% | -56%[inhibitor]
COc1cc(CN2CCN(CCCc3ccccc3)CC2CCO)cc(OC)c1 (stereo unspecified) | -0.8% | i | 5% | -0.6 | -5% | 5% | -13% | 1% | -5%
Cc1ccc(CN2CCCN(C)CC2)c(C)c1 | 0.0% | i | -7% | -4.9 | 18% | -1% | -9% | 0% | 5%
O=C(Nc1cccnc1)c1ccccc1NS(=O)(=O)c1ccc(F)cc1 | -0.2% | i | ? | -2.3 | -29% | 2% | 3% | -18% | 9%
Cc1ccc(C)c(CSc2nc3[nH]ncc3c(=O)[nH]2)c1 | 0.4% | i | ? | 2.6 | 0% | -2% | -27% | -10% | -6%
C(=N\N=C\c1ccccn1)/c1ccccn1 | 2.0% | i | 29% | -0.3 | -15% | 0% | -17% | -1% | -3%
COC(=O)[C@@H](NC(=O)Nc1cccc(OC)c1)C(C)C | -0.9% | i | 1% | -0.8 | -20% | -1% | 4% | -6% | -7%

(next part)
canonical_smiles | Nrf2 activator | pAkt inh | Nrf2 block | CCT chaperon mod | TGFb inhibitor | Mm-Cpn inhibitor | HepG2 tox | A549 tox | Abeta rescue
O=C(NC1CCCCC1NC(=O)c1ccco1)c1ccco1 (stereo unspecified) | -0.4% | i | 10% | 0.1 | 18% | 0% | 0% | -6% | -5%
CC(=O)c1ccc(NC(=O)Nc2nnc(N3CCCC(C)C3)s2)cc1 (stereo unspecified) | -0.6% | / | 25% | / | 2% | / | -5% | 0% | -16%
O=C(Cn1ccc(C(F)(F)F)n1)Nc1ccc(S(=O)(=O)NCc2ccco2)cc1 | 0.0% | i | -29% | -0.6 | -2% | -1% | -15% | -8% | -1%
CCOC(=O)c1c(NC(=O)/C=C/c2ccccc2)sc2c1CCCC2 | 6.8% | / | 2% | / | 2% | / | 1% | -2% | -16%
